Y pestis TopoI = blocks Yersinia pestis topoisomerase I activity | activity, % at 10 µM | Y. pestis Topo-I cleavage product accumulation, plate reader | AID 504884 | actives 0.064% (n = 360,000); in the data active means activity above about 50%, passing the limit was not always enough; further: inactives centre near 2
Vc quorum ag = induces V. cholerae light production without autoinducers; V. cholerae BH1578 lux reporter, luminescence, 6 h; activation, % at 18.7 µM; actives 0.16% (n = 350,000); in the data active means activation mostly above about 9.7%, no sharp cut-off; further: not every result past the cut was called active; inactives centre near 0; reference of the scale not given here
MazF activator = increases E. coli MazEF RNase cleavage of RNA | P0AE70 | FAM/BHQ RNA-DNA oligo cleavage fluorescence, 5 h | activation, % at 20 µM | actives 0.32% (n = 350,000) | AID 504720; in the data active means activation above about 50%
Target sequence (P0AE70 whole entry, looked up): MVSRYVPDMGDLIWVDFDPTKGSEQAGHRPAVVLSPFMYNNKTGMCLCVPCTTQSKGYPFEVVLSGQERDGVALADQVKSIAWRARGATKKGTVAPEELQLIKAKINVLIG
3CLpro inhibitor = SARS-CoV 3CLpro protease inhibition. actives 0.14% (n = 290,000). P0C6X7. recombinant SARS-CoV 3CLpro, quenched FRET peptide cleavage. AID 1706. inhibition, % at 6 µM; in the data active means inhibition above about 12%
VHR inh abs = blocks human VHR1 dual specificity phosphatase; P51452; recombinant VHR phosphatase, pNPP absorbance; inhibition, % at 13.3 µM; actives 0.52% (n = 290,000); in the data active means inhibition above about 50%; further: some compounds called inactive have numbers as strong as hits
Target sequence (P51452 whole entry, looked up): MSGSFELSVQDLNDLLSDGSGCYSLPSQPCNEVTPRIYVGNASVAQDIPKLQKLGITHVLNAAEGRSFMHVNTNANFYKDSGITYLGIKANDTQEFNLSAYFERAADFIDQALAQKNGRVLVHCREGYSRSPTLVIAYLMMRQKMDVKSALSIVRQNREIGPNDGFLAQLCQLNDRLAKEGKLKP
TcdB inh = blocks C. difficile toxin B glycohydrolase activity. TcdB glycohydrolase enzymatic assay, plate reader. inhibition, % at 9.99 µM. actives 0.24% (n = 350,000). AID 652162; in the data active means inhibition above about 10%
CCHFV vOTU inh = CCHFV vOTU protease inhibition; Pep-AMC fluorescence; inhibition, % at 11.5 µM; actives 0.55% (n = 370,000); AID 651958; in the data active means inhibition above about 30%; further: 0% = vehicle wells with enzyme and 100% = no enzyme wells
PrPC surface inh = inhibitors of human cell surface prion protein PrPC | inhibition, % at 13.8 µM | TR-FRET read-out | actives 0.43% (n = 370,000); in the data active means inhibition above about 24%; further: 0% = median of the test wells and 100% = reference compound wells
Rv3671c protease = Rv3671c (M. tuberculosis) protease inhibition; inhibition, % at 5.96 µM; actives 0.048% (n = 320,000); AID 2606; in the data active means inhibition above about 38%;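 further: extracellular domain of Rv3671c used as enzyme; 0% = enzyme with DMSO and 100% = no enzyme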
Target sequence (P9WHR9 whole entry, looked up, the tested form may be a part): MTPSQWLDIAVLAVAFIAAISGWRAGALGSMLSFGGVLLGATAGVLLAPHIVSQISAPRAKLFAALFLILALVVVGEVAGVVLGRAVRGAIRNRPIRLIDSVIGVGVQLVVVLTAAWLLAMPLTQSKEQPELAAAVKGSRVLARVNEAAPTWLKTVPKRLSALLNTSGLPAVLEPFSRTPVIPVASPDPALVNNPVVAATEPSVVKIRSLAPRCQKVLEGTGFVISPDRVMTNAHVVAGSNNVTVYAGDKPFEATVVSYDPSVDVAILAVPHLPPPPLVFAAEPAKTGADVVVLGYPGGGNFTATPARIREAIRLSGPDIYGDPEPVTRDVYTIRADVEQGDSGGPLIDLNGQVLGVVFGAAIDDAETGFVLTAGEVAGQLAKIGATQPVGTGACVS
PriA SSB inh = blocks PriA binding to SSB C-terminal tail | AlphaScreen SSBct-PriA binding, biotinylated peptide | inhibition, % at 33 µM | actives 0.6% (n = 430,000) | AID 1272365; in the data active means inhibition mostly above about 37%, no sharp cut-off; inactive means mostly below about 20%;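 further: plate controls were negative control peptide for no effect and reference peptide for full effect; strong numbers were not always called active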
Starred values were filed as active, the others as inactive; i = inactive; . = not tested or not shown; & = joins results of further samples. These rows are one share of the data, so the mix of outcomes need not match the whole.

SMILES	Y pestis TopoI	Vc quorum ag	MazF activator	3CLpro inhibitor	VHR inh abs	TcdB inh	CCHFV vOTU inh	PrPC surface inh	Rv3671c protease	PriA SSB inh
O=C(COc1ccc(S(=O)(=O)N2CCOCC2)cc1)NCCN1CCOCC1	3	-1.2	2	0	16	0.8	7	-2	10	-4
O=C(Oc1ccccc1)c1ccccc1	8	3.3	-4	.	.	0.8	8	-2	.	-5
Cc1ccc(/C=N/NC(=O)c2ccc(NC(=O)c3ccc(Cl)cc3)cc2)o1	4	i	-1	-4	45	0.9	17	-2	-8	.
Cc1cccc(NC(=S)N/N=C(\c2ccccc2)C(C)C)c1	5	-0.5	5	1	15	-0.5	22	4	-1	.
Cc1nn(C)c(C)c1CN(C(=O)CCc1nnc(Cc2c[nH]c3ccccc23)o1)C(C)C	-1	i	-5	2	26	-1.3	0	-8	0	-5
O=C(c1ccc(OC2CCN(Cc3ccc(F)cc3)CC2)cc1)N1CCCC1	11	i	-24	0	2	-2.9	7	2	0	-23
CCOc1ccc(S(=O)(=O)N2CCOCC2)cc1NC(=O)CN1C(=O)NC(C)(c2ccccc2)C1=O (configuration not stated)	22	-0.5	-4	.	.	2.4	2	-3	-3	-3
COc1ccccc1C(=O)N(NC(=O)Oc1ccccc1)C(C)(C)C	1	-1.6	3	3	6	1.4	8	5	-1	-18
COc1ccc(NC(=O)C(NC(=O)CC2NC(=O)NC2=O)c2ccccc2)cc1 (configuration not stated)	7	-4.2	9	-3	13	3.5	-4	-5	-6	-3
COc1ccc(OCCOC(=O)c2ccc(-n3cnnn3)cc2)cc1	4	-0.6	6	-5	18	.	-1	-2	-4	-25
CN(C)CCN(C(=O)c1ccc(S(=O)(=O)N(C)c2ccccc2)cc1)c1nc2cc3c(cc2s1)OCCO3	-3	-0.4	-3	-1	1	0.8	-7	7	-2	-2&9&33
O=C1c2ccccc2C(=O)N1OCCOCCOCCBr	14	-2.2	3	-1	4	.	4	-8	7	-6
C=CCN1C(=O)C(Cc2ccc(SC(F)F)cc2)SC1=Nc1ccc(C(=O)O)cc1 (configuration not stated)	-3	-0.9	-5	7	-21	-1.0	9	4	5	6
Cc1ccc(C(C)(O)CS(=O)(=O)Cc2ccccc2Cl)cc1 (configuration not stated)	3	i	3	1	-2	1.1	-8	9	-6	-9
O=C(CSc1ncn[nH]1)NCCOc1ccccc1	8	-2.6	0	0	12	.	9	-4	2	-3
CCc1cc(=O)oc2c3c(cc(OCC(=O)NCCCn4ccnc4)c12)OC(C)(C)CC3	4	0.1	19	-3	4	-1.6	-188	-6	1	11
Cc1ccccc1Nc1nnc(SCC(=O)c2c(N)n(C)c(=O)n(C)c2=O)s1	20	i	2	1	19	-0.6	-6	5	-2	-2
O=C(Nc1ccccc1C(F)(F)F)N1CCCC(O)C1 (configuration not stated)	2	-8.3	7	-1	4	.	2	-6	-4	-24
O=C(CCNC(=O)c1ccc([N+](=O)[O-])cc1)NCCc1ccccc1	-1	-0.4	15	0	28	0.5	10	-31	-6	-6
CCOCCCN(Cc1ccco1)S(=O)(=O)c1csc(C(N)=O)c1	-4	3.5	14	-1	7	0.6	12	5	-3	-3
Nn1c(SCC(=O)N2CCCC2=O)nnc1-c1cccs1	1	-0.5	3	.	.	-0.3	11	-4	3	-6
COC(=O)C(O)(c1ccc(NC(=O)Oc2ccccc2)cc1)C(F)(F)F (configuration not stated)	-4	-0.6	-19	-1	-7	.	-8	-2	-15	-4
Cc1c(N=Nc2c(O)[nH]c(=O)[nH]c2=O)c(=O)n(-c2ccccc2)n1C	0	1.5	6	3	2	2.2	27	-14	-127	82
CC12CCC(C(=O)N3CCCc4ccccc43)(CC1=O)C2(C)C (configuration not stated)	6	i	3	4	39	.	1	-4	1	-2
C=CCC[C@@H](Cc1ccc(F)cc1)C(=O)OC[C@@H](Cc1ccccc1)NC(=O)[C@@H](CC=C)CC(=O)N[C@@H](CO)Cc1ccccc1	13	i	2	.	.	0.8	-5	-3	-3	-17
Cc1ccc(NC(=O)C(=O)NCCc2c[nH]c3ccccc23)c(C)c1	5	-3.6	6	4	-12	0.7	-9	10	5	-8
COc1cc([N+](=O)[O-])ccc1NC(=S)Nn1cnnc1	1	-0.1	-3	3	-2	0.0	10	-2	-5	0
COc1ccc(C2CC(c3c(-c4ccccc4)c4cc(Cl)ccc4[nH]c3=O)=NN2S(C)(=O)=O)cc1OC (configuration not stated)	19	-0.3	9	-3	-11	.	-11	-3	-79	1
CN(C)c1ccc(NS(=O)(=O)c2ccc(Cl)cc2)cc1	0	-0.2	-8	0	17	.	23	14	14	36
CC(=O)Nc1ccc(NC(=O)COC(=O)c2cc([N+](=O)[O-])ccc2N2CCOCC2)cc1	1	i	-1	2	28	1.5	5	-29	-6	-10
CC1CC(=O)c2cnc(N3CCOCC3)nc2C1 (configuration not stated)	5	-2.9	2	3	0	.	-9	3	-3	-5
CCN(CC(=O)NCc1cccs1)S(=O)(=O)c1cccc(Br)c1	3	i	3	.	.	1.2	8	-6	0	-12
Cc1cccc(-c2ccc(NC(=O)C3CCN(CC4CC4)CC3)cc2)c1	-17	-0.5	23	0	20	1.1	3	-23	-2	-10
O=C(Oc1ccc(N(Cc2cccs2)C2=NS(=O)(=O)c3ccccc32)cc1)c1ccco1	23	-0.7	1	1	0	.	4	-1	-2	-4
Cc1nc(C)c(-c2csc(NCCc3ccccc3)n2)s1	38	0.4	-7	5	17	0.4	3	3	0	-5
Cc1cccc(C(C)C)c1NC(=O)c1c(-c2ccccc2)noc1C	3	-0.7	4	4	6	2.0	15	0	7	0
O=C1CC(N2CCN(Cc3ccc(Cl)cc3)CC2)C(=O)N1CCc1ccccc1 (configuration not stated)	15	i	-1	-6	16	0.4	7	3	3	0
Cc1nnc(SCC(=O)NC(=O)NC(C)C)s1	9	-0.2	5	2	13	1.2	-2	-1	0	-11
O=C(CN1CCCCC1)NN(Cc1ccccc1)c1ccccc1	-14	-0.4	-17	1	25	0.3	4	2	3	-15
CC(NC(=O)COC(=O)CCC(=O)c1ccc(F)cc1)c1ccccc1 (configuration not stated)	4	i	-9	.	.	-0.2	-1	7	1	-2
O=C(Nc1ccc2c(c1)OCCO2)C1CCN(S(=O)(=O)c2ccc3c(c2)OCCO3)CC1	10	-2.6	6	6	17	0.7	-6	-2	-4	9
O=C(NCc1cccs1)c1nn2cccnc2c1Cl	-4	-11	2	1	17	.	-6	-9	-4	-15
O=C(COC(=O)c1nc(Cl)c(Cl)c(Cl)c1Cl)NCc1ccccc1	20	-1.6	-2	.	.	1.6	-6	3	-9	-15
O=C(Cc1ncon1)Nc1ccc(F)c(F)c1F	-1	0.6	8	5	33	-0.2	-4	10	-3	4
CC1(C)CC(=O)C=C(c2ccc(F)nc2)C1	1	0.6	-4	.	.	1.7	8	-9	-1	-11
Cn1cc(S(=O)(=O)NCCc2ccccc2)c(=O)n(C)c1=O	-4	i	7	-3	24	0.7	11	10	-2	-3
COc1ccc(NC(=O)CN2CCCCC2)c([N+](=O)[O-])c1	4	-1.8	-6	6	18	-0.3	5	-22	-3	-10
CC(NC(=O)c1cc2cc(F)ccc2[nH]1)c1ccccc1 (configuration not stated)	2	i	9	-1	21	0.2	-11	4	-9	-9
Cn1c(O)c(C(c2ccncc2)c2c(O)n(C)c(=S)n(C)c2=O)c(=O)n(C)c1=S	-2	i	1	1	-12	.	5	-9	2	-6
CN(Cc1cnn(-c2ccccc2)c1)C(=O)c1cccc(S(=O)(=O)N(C)c2ccccc2)c1	24	-0.7	-1	.	.	1.0	4	8	.	.
O=C(NCC1CCCO1)c1ccc(Cl)c(NS(=O)(=O)c2ccc(F)cc2)c1 (configuration not stated)	3	i	-1	.	.	0.9	-6	1	.	.
O=C(Cn1c(=O)c2sccc2n(Cc2ccc([N+](=O)[O-])cc2)c1=O)NCCc1ccccc1	-2	i	0	-7	-2	.	12	0	8	3
COCCNC(=O)C(OC(=O)c1cc2oc(C)cc2n1C)C(C)C (configuration not stated)	-3	i	4	-8	23	.	1	-15	4	-13
c1ccc2c(-c3cnc4cccnn34)cncc2c1	3	-4.0	.	.	.	0.4	-40	-3	.	.
CCOC(=O)Cc1csc(NC(=O)c2sc3nc4c(C)cc(C)cc4cc3c2N)n1	-2	-0.4	-29	-8	10	.	-11	-3	5	-3
O=C(NCCNc1ccc([N+](=O)[O-])cc1)c1ccccc1Br	-1	-0.9	1	5	12	1.0	11	-12	-3	12
NCC(O)c1ccc(O)cc1 (configuration not stated)	-4	i	-1	-3	1	1.7	-11	8	1	-3
Cc1ccc(NS(=O)(=O)c2cn(C)c(=O)n(C)c2=O)c(C)c1	-1	-1.2	1	4	25	1.0	-1	0	1	2
CC1CN(c2nc3ccccn3c(=O)c2/C=C(\C#N)C(N)=O)CC(C)O1 (configuration not stated)	-4	i	0	2	-7	2.1	-7	-13	1	-5
CCCSCCCNC(=O)c1ccc(C)c(NC(=O)C2=C(C)OCCS2)c1	5	i	0	6	-12	-2.6	8	2	-4	-7

Continued:
SMILES	Y pestis TopoI	Vc quorum ag	MazF activator	3CLpro inhibitor	VHR inh abs	TcdB inh	CCHFV vOTU inh	PrPC surface inh	Rv3671c protease	PriA SSB inh
COc1ccc(S(=O)(=O)n2nc(-c3cc(OC)c(OC)c(OC)c3)cc2N)cc1OC	20	-0.2	5	0	9	1.0	1	7	-2	-12
CC1(C)CC(=O)C=C(NCCN2CCN(C(=O)Nc3ccccc3)CC2)C1	-3	-0.2	-13	3	17	.	-6	-4	1	7
COCCNC(=O)/C(C#N)=C/c1c(N2CCN(c3cccc(Cl)c3)CC2)nc2c(C)cccn2c1=O	30	0.6	16	-5	.	1.4	-84	-8	-6	-3
CCc1nc2ccc(C(=O)NCCN3CCNC3=O)cn2c1N(CC)Cc1cccc(Br)c1	33	-0.5	.	.	.	0.5	-5	-1	.	.
CCOC(=O)C1C(=O)NC(N2CCOCC2)=NC1c1ccco1 (configuration not stated)	2	-3.4	6	3	3	.	3	-1	0	-3
O=C(C1=C(O)C(=O)N(CC2CCCO2)C1c1ccccc1F)c1ccco1 (configuration not stated)	1	-0.2	3	0	36	-1.9	6	4	-4	-2
O=C(c1ccc(=O)[nH]c1)N1CCN(S(=O)(=O)c2ccc3ccccc3c2)CC1	-5	0.6	4	.	.	-0.2	8	-20	3	0
CC(=O)/C(=N\Nc1ccccc1)Oc1ccc(Br)cc1	1	i	7	.	.	0.7	-5	-4	-15	.
COC(=O)c1cn(NC(=O)Cc2ccccc2Br)c(=O)c2ccccc12	-9	-5.9	3	6	30	-0.9	-8	9	5	-6
COc1cccc2c1cc1c(=O)n(CC(=O)NCc3ccccn3)nc(C)n12	2	-0.4	-18	-1	6	.	.	.	-4	3
CCOC(=O)c1c(C)cc(C)[nH]c1=O	-1	-0.6	12	-1	6	0.8	-8	-2	-4	-6

7 entries from above in a different format.
| SMILES | Y pestis TopoI | Vc quorum ag | MazF activator | 3CLpro inhibitor | VHR inh abs | TcdB inh | CCHFV vOTU inh | PrPC surface inh | Rv3671c protease | PriA SSB inh |
| --- | --- | --- | --- | --- | --- | --- | --- | --- | --- | --- |
| COc1ccc(S(=O)(=O)n2nc(-c3cc(OC)c(OC)c(OC)c3)cc2N)cc1OC | 20 | -0.2 | 5 | 0 | 9 | 1.0 | 1 | 7 | -2 | -12 |
| CC1(C)CC(=O)C=C(NCCN2CCN(C(=O)Nc3ccccc3)CC2)C1 | -3 | -0.2 | -13 | 3 | 17 | . | -6 | -4 | 1 | 7 |
| COCCNC(=O)/C(C#N)=C/c1c(N2CCN(c3cccc(Cl)c3)CC2)nc2c(C)cccn2c1=O | 30 | 0.6 | 16 | -5 | . | 1.4 | -84 | -8 | -6 | -3 |
| CCc1nc2ccc(C(=O)NCCN3CCNC3=O)cn2c1N(CC)Cc1cccc(Br)c1 | 33 | -0.5 | . | . | . | 0.5 | -5 | -1 | . | . |
| CCOC(=O)C1C(=O)NC(N2CCOCC2)=NC1c1ccco1 (configuration not stated) | 2 | -3.4 | 6 | 3 | 3 | . | 3 | -1 | 0 | -3 |
| O=C(C1=C(O)C(=O)N(CC2CCCO2)C1c1ccccc1F)c1ccco1 (configuration not stated) | 1 | -0.2 | 3 | 0 | 36 | -1.9 | 6 | 4 | -4 | -2 |
| O=C(c1ccc(=O)[nH]c1)N1CCN(S(=O)(=O)c2ccc3ccccc3c2)CC1 | -5 | 0.6 | 4 | . | . | -0.2 | 8 | -20 | 3 | 0 |
